Lamin A splicing – modulators of lamin A splicing. HeLa LMNA splicing GFP/RFP minigene ratio, 48 h. Potency, µM (top dose mostly 46.1 µM), for the others: at the top dose ratio change, negative = inhibition, actives largely listed as inhibitors. hit rate 0.01% among 200,000. AID 1487; active means well fitted inhibition curve with a large enough effect in the signal ratio, with a control signal flat, not every such curve was filed as active; inconclusive means small, poorly fitted or top-dose-only effect, or effect the other way, or a change in a side signal; the % refers to the signal ratio; further: potency means the concentration at half of the fitted maximal effect; on the % scale 0 is the no-effect control and ±100 the full control effect
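S3 HeLa cells stably expressing lamin A-EGFP splicing minigene plus DsRed2, 600 cells/well, 48 h compound exposure at 37C. Laser-scanning cytometry; analysed as GFP (500-530 nm)/RFP (575-640 nm) total intensity ratio; 0.5% DMSO vehicle.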
Luc counter – counter-screen: inhibitors of Kinase-Glo firefly luciferase. hit rate 0.28% among 200,000. Kinase-Glo luciferase, ATP luminescence, 8 min. Q27757. Potency, µM (titrated, usually from 38.3 µM), inactives show top-dose activity change, negative = inhibition, actives largely listed as inhibitors; further: potency means the concentration at half of the fitted maximal effect; on the % scale 0 is the no-effect control and ±100 the full control effect; nearly all actives have a fitted effect of over 60% in size
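Recombinant Kinase-Glo luciferase, 10 uM ATP (linear range), luciferin; imidazole pH 7.2 / KCl / MgCl2 / Tween / BSA buffer; 8 min RT; luminescence.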
NPSR antagonist – antagonists of human neuropeptide S receptor cAMP signaling; Q6W5P4; CHO-NPSR cells, cAMP TR-FRET, antagonist mode; Potency, µM (highest dose often 38.3 µM), for inactives: at the top dose activity change, negative = inhibition, usual class: inhibitors; hit rate 1% among 220,000; AID 1461; further: potency means the concentration at half of the fitted maximal effect; on the % scale 0 is the no-effect control and ±100 the full control effect; nearly all actives have a fitted effect of over 50% in size; many of its hits are not listed in these tables
Target sequence (Q6W5P4 whole entry, looked up): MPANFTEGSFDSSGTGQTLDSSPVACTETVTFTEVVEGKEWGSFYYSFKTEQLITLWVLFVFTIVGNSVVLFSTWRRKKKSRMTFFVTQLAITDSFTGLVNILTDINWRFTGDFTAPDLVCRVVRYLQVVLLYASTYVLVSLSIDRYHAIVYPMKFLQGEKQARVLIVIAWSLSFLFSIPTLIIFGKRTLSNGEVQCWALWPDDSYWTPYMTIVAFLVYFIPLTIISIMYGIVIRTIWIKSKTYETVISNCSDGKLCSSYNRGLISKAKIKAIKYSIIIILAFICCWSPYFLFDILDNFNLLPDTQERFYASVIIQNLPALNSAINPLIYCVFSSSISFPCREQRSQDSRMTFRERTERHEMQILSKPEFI
CBFb RUNX1 block – inhibitors of human CBF-beta and RUNX1 interaction | 230,000 tested, under 10 active | Q01196+Q13951 | Potency, µM (highest dose often 59.8 µM), for the others: at the top dose activity, negative = inhibition, usual class: inhibitors | AlphaScreen CBFb-His/RUNX1-biotin binding, biochemical; further: % of control where 0% means no effect
Target sequence (Q01196 whole entry, looked up): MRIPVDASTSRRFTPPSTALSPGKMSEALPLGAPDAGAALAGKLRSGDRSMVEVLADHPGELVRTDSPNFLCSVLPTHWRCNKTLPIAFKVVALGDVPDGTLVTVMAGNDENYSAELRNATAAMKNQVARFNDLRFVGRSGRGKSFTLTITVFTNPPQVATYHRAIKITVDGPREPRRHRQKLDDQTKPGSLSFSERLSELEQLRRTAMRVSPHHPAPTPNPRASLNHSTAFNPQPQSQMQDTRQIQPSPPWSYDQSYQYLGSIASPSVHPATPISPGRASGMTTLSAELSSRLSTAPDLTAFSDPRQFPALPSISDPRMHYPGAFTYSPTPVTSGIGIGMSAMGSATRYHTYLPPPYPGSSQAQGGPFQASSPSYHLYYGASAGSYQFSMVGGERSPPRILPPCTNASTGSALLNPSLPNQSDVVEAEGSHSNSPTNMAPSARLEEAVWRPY
Target sequence (Q13951 whole entry, looked up): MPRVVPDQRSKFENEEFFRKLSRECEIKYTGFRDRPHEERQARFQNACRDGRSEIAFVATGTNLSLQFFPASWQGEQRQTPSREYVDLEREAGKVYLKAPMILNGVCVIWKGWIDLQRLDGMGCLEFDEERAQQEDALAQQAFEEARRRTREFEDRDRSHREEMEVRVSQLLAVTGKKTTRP
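AlphaScreen proximity signal reports loss of binding between His-tagged CBF-beta and biotin-labelled RUNX1, each at 30 nM. Proteins are pre-associated for 20 minutes, compounds added for 15 minutes, then beads for 90 minutes, all at ambient temperature.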
IMPase Li inh – membrane-permeable IMPase blocker, potentiated with lithium | CHO-M1 cells, IP1 TR-FRET (IP-One), carbachol + lithium | Potency, µM (series often up to 59.4 µM), inactives show at the highest dose activity, negative = IMPase inhibition, most hits filed as inhibitors | hit rate 0.35% among 210,000 | AID 1457;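 further: IP1 builds up when IMPase is blocked and the TR-FRET signal falls; potency means the concentration at half of the fitted maximal effect; plate controls were basal vehicle for no effect and high inhibitor control for full effect; nearly all actives have a fitted effect of over 50% in size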
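Test compounds were applied to CHO-M1 cells previously cultured for 16–30 h at 2000 per well. A small lithium amount accompanied them; after 30 min at 37C, IP1 was quantified by TR-FRET.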
HTT aggregate – mutant huntingtin aggregation inhibition; PC12 HttQ103-GFP aggregates, Acumen cytometry, 40 h; Potency, µM (doses to about 46.1 µM), inactives show at the top dose activity change, negative = inhibition, actives largely listed as inhibitors; hit rate 1.1% among 220,000; further: potency means the concentration at half of the fitted maximal effect; on the % scale 0 is the no-effect control and ±100 the full control effect; nearly all actives have a fitted effect of over 60% in size
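Aggregates are detected as GFP objects 1–25 µm with signal 6 STDEV over background in lysates of induced PC12 cells. These carry Huntingtin exon 1 with 103 glutamines fused to GFP under an ecdysone promoter; compounds titrated.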
Epigenetic derep – regulators of epigenetic silencing causing reporter derepression in mouse cells | AID 1865 | hit rate 0.2% among 280,000 | Potency, µM (doses to about 53.9 µM), for inactives: top-dose GFP activation, hits mostly activators | murine LDR cells, GFP reporter derepression, 30 h; further: potency means the concentration at half of the fitted maximal effect; % of control where 0% means no effect; nearly all actives have a fitted effect of over 60% in size
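Readout is the number of GFP-expressing murine LDR cells, counted by cytometry following washing. Cells were treated with compound for 30 h at 37 C; the stably integrated CMV-GFP locus is normally silent.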
Starred values were filed as active, the others as inactive; ? = inconclusive; nt = not tested or not shown; & = joins results of further samples; [ ] = remark or other dose. Unless noted, the call rests on the fitted dose curve; in most records, active means well fitted curve in the direction sought with a large enough effect; inconclusive means small, poorly fitted or top-dose-only effect, or another doubt; inactive means no such curve, though single readings can be large; an effect the other way counts as inactive or inconclusive. Only part of the results is shown; rates above refer to the full screens.

Compound | Lamin A splicing | IMPase Li inh | NPSR antagonist | CBFb RUNX1 block | HTT aggregate | Epigenetic derep | Luc counter
NS(=O)(=O)c1cccc(NS(=O)(=O)c2ccc(/C=C/C(=O)OCC(=O)c3ccccc3)cc2)c1 | -19%[46 µM] | 8% | -22% | -18% | 3% | -0.4% | -2%
N#Cc1nc(-c2ccccc2F)oc1NCc1cccc2c1OCO2 | ? | 40%[activator][38.3 µM] | -17%[46.1 µM] | -8% | -19% | 0.6% | 3%
CCO[C@H]1OC(C(N)=O)=C[C@@H](C2CCCCC2)[C@@H]1CCCO | nt | -3% | 4% | 17% | 13%[9.22 µM] | 2.3% | nt
COc1ccccc1C(c1nnnn1Cc1ccccc1)N1CCN(c2nc3ccccc3s2)CC1 (stereo not drawn) | ? | 19%[38.3 µM] | -28%[46.1 µM] | -7% | -12% | 1.5% | -1%
CC(C)[C@H](NC(=O)c1ccccc1)C(=O)OCc1nc2scc(-c3ccccc3)c2c(=O)[nH]1 | ? | 3% | -6% | ? | -25% | -1.5% | -3%
Cc1ccc(S(=O)(=O)N(C)c2ccc(C(=O)N3CCCCC3)cc2)cc1 | ? | 29%[38.3 µM] | 9%[46.1 µM] | 2% | -49% | -4.1% | 0%
CCN(CC)CCn1c(=N)n(CC(O)COc2cccc(C)c2)c2ccccc21 (stereo not drawn) | nt | 15% | -4% | -1% | -27% | -1.5% | -3%
COc1c(O)cccc1/C=N/NC(=O)Cn1ccnc1C | nt | nt | 15% | -23% | 16%[9.22 µM] | -2.6% | nt
CCCCNC(=O)C1(NC(=O)Nc2ccc(C)cc2)CCCCC1 | -9%[46 µM] | 6% | 9% | ? | 13% | -3.8% | 4%
Cc1ccc(/C=C/C(=O)NCc2ccccn2)o1 | 9% | -1% | 3% | ? | 26% | 0.6% | 13%
CCN1CC(c2ccccc2)C(c2ccc(Cl)cc2)=N1 (stereo not drawn) | -3% | 13% | -16% | 8% | 3% | -0.9% | -1%
CC1CCN(CC(=O)n2c3c(c4ccccc42)CCCC3)CC1 | -10% | 51%[activator][38.3 µM] | -9%[46.1 µM] | -1% | 2% | 1.4% | 1%
Cc1nc2nc(SCc3ccc([N+](=O)[O-])cc3)[nH]c2cc1Br | nt | nt | 0% | 9% | -9%[9.22 µM] | -0.3% | nt
O=C(CCl)Nc1ccccc1Sc1ccccc1 | -1% | 8%[38.3 µM] | -15%[46.1 µM] | 4% | -2%[9.22 µM] | -1.0% | 1%
NC(=O)COC(=O)CN1C(=O)C2CCCCC2C1=O (stereo not drawn) | -10% | nt | 5%[46.1 µM] | 2% | ? | -0.9% | nt
N#CC1=C(N)Nc2ncnn2C1c1ccc(F)cc1 (stereo not drawn) | -6% | 5% | 22% | -5% | 1% | -1.0% | 2%
CN(C)C(=O)c1cccn(Cc2ccc(C(F)(F)F)cc2)c1=O | -3%[46 µM] | 6% | 16% | 14% | 11% | -0.6% | 2%
Cc1cccn2cc(-c3cccc(NC(=O)c4cccs4)c3)nc12 | nt | 7% | -11% | -4% | 0%[9.22 µM] | 3.0% | 0%
O=C(Nc1cccnc1Cl)c1ccc(S(=O)(=O)N2CCCCCC2)cc1 | -14% | 14%[38.3 µM] | -17%[46.1 µM] | -1% | 11% | 1.6% | -3%
CC1Cc2ccccc2N1C(=O)Cc1cccs1 (stereo not drawn) | -7% | 17%[38.3 µM] | -2%[46.1 µM] | 3% | -7% | -1.1% | 5%
CN(C)c1ccc(-c2cccc(C3CC=CC4C3C(=O)N(Cc3ccccc3)C4c3ccc4ccccc4c3)c2)cc1 (stereo not drawn) | nt | nt | -5% | -9%&4% | -8%[9.22 µM] | 5.4% | nt
CC1(C)OC(=O)C(=NNc2ccc(C(=O)O)cc2)C(=O)O1 | nt | nt | 7% | 9% | -6%[9.22 µM] | -0.3% | nt
O=C(c1cccc(C(F)(F)F)c1)C1CCCN(C(=O)CCc2cnccn2)C1 (stereo not drawn) | nt | 7% | -3% | 9% | -17% | 3.4% | 0%
Cc1cc2cc(CNC(=S)Nc3ccc(OC(F)(F)F)cc3)ccc2[nH]1 | ? | 10% | -18% | 0% | 13% | 1.1% | -2%
COc1ccc(N2CCN(c3ccc(N)cc3C#N)CC2)cc1 | 21% | 26%[38.3 µM] | -9%[46.1 µM] | -14% | -1% | -1.1% | 0%
CC1CCC(C(C)C)C(OC(=O)C2=C3c4ccccc4S(=O)(=O)N3CC2)C1 (stereo not drawn) | -6% | 8% | 10µM* | 5% | -9% | -1.2% | -2%
O=C1N(c2cccc3ccccc23)C(c2ccccc2)N2CCCN12 (stereo not drawn) | -6% | 2% | -1% | ? | 3% | -1.1% | -1%
COc1ccc(-n2c(=O)c3ccccc3n(CC(=O)NC3CCCC3)c2=O)c(OC)c1 | 0% | nt | 1%[46.1 µM] | -4% | ? | -1.2% | nt
c1ccc(CCn2nnnc2C(c2cccs2)N2CCOCC2)cc1 (stereo not drawn) | -2% | 11%[38.3 µM] | -4%[46.1 µM] | 3% | -3% | -1.0% | 3%
N/C(CN1CCCC1=O)=N\OC(=O)c1ccccc1Cl | -6% | -5% | -4%[46.1 µM] | 9% | 3% | 0.9% | 0%

(continued)
Compound | Lamin A splicing | IMPase Li inh | NPSR antagonist | CBFb RUNX1 block | HTT aggregate | Epigenetic derep | Luc counter
CC(C)(C)NC(=O)Cn1c(=O)oc2ccc(Cl)cc21 | -11% | 5% | 18%[46.1 µM] | 2% | -2% | -1.0% | 1%
CC(Sc1nnnn1C)C(=O)Nc1ccccc1-c1ccccc1 (stereo not drawn) | 5% | -11%[38.3 µM] | -29%[46.1 µM] | -4% | 3%[9.22 µM] | 5.9% | -3%
Cc1ccc(CNC(=O)CC2C(=O)Nc3c2c(=O)n(C)c(=O)n3Cc2ccccc2)cc1 (stereo not drawn) | ? | -18%[38.3 µM] | -7%[46.1 µM] | 0% | 17% | -0.9% | 1%
Cc1ccc(CSc2nnc(-c3ccco3)o2)cc1 | 19% | 0%[38.3 µM] | -11%[46.1 µM] | 5% | -1% | -3.6% | -3%
CC1Cc2cc(/C(O)=C3/C(=O)C(=O)N(CCCn4ccnc4)C3c3cccnc3)ccc2O1 (stereo not drawn) | 1% | 11µM* | 14%[46.1 µM] | -8% | 2% | -1.1% | 3%
CCOC(=O)NC(=O)CSc1nc2ccccc2[nH]1 | nt | -8% | 12% | -1% | -8%[9.22 µM] | 3.3% | -3%
CCOC(=O)C1=C(N)OC2=C(C(=O)CC(C)(C)C2)C1c1cccnc1 (stereo not drawn) | 4% | 10%[38.3 µM] | -9%[46.1 µM] | -8% | 6% | 0.0% | -3%
CCOc1ccccc1COC(=O)c1cccc(-n2cnnn2)c1 | ? | 10%[38.3 µM] | -20%[46.1 µM] | -1% | 0%[9.22 µM] | 0.8% | -4%
COC(=O)[C@@]1(Cc2ccc(OC)cc2)[C@H]2c3cc(C(=O)N4CCCC4)n(Cc4ccc(S(C)(=O)=O)cc4)c3C[C@H]2CN1C(=O)c1ccccc1 | nt | 3% | nt | -10% | nt | 0.4% | -4%
C=CCS/C(N)=N\N=C\c1c(O)ccc2ccccc12 | nt | nt | ? | -3% | 15%[9.22 µM] | 1.9% | nt
CC[C@@H](C)[C@H](NS(=O)(=O)c1ccc(C)cc1)C(=O)N1CCC(C(=O)NCC(=O)O)CC1 | ? | -13%[38.3 µM] | -1%[46.1 µM] | 8% | 14% | -0.7% | -6%
COC(=O)c1sc2nc(SCc3ccccc3C#N)n(N)c(=O)c2c1C | -4% | 2% | -16% | 1% | -3% | 7.0% | -3%
COc1cc(OC)cc(C(=O)NCCC(=O)NCCc2ccc(OC)c(OC)c2)c1 | -9% | 3% | 15% | 1% | -8% | -1.0% | -3%
Cc1n[nH]c(C)c1C(=O)CC1(O)C(=O)N(CCc2ccccc2)c2ccc(Cl)cc21 (stereo not drawn) | ? | 3%[38.3 µM] | -16%[46.1 µM] | 10% | -4% | 0.0% | -1%
COc1ccc(C(=O)N/N=C/c2ccccc2C(=O)O)cc1OC | nt | nt | 16% | 1% | -26%[9.22 µM] | 0.3% | nt
CC(C)C(=O)Nc1cccc(C(=O)Nc2nnc(C(C)C)s2)c1 | -3% | -1% | -5%[46.1 µM] | 4% | 16% | -1.6% | 0%
COc1ccc(S(=O)(=O)CCC(=O)N(C)c2ccc(OC)cc2OC)cc1 | ? | 5% | -30%[46.1 µM] | -7% | -3% | 2.0% | 0%
Cc1cc(=O)n2c3ccccc3n(CC(O)CN3CCN(CCO)CC3)c2c1C#N (stereo not drawn) | 6%[46 µM] | 8% | -13% | 0% | 15% | -5.8% | -1%
COCCn1c(SCc2nc3ccccc3c(=O)[nH]2)nnc1-c1ccncc1 | -4% | -2% | -6%[46.1 µM] | 7% | -1% | -0.9% | 7%
CC(=O)C(=Nc1ccc(Cl)cc1Cl)NNc1cccc(Cl)c1 | ? | 35%[activator][38.3 µM] | -25%[46.1 µM] | ? | -24% | -0.1% | -3%
O=C(Nc1ccc(Cl)cc1)N(C1=NCCC1)c1ccc(OC(F)F)cc1 | -5% | 30%[38.3 µM] | ? | 7% | -4% | -0.4% | 4%
COP(=O)(OC)c1nc(-c2cccc3ccccc23)oc1NCc1ccccc1 | 8% | -17% | -15%[46.1 µM] | ? | 26% | 0.0% | 3%
CCC(C)(C)NC(=O)C(c1ccc(C)cc1)N(Cc1ccco1)C(=O)Cn1nnc2ccccc21 (stereo not drawn) | -1% | 7% | -3%[46.1 µM] | -2% | 1% | -0.8% | -5%
CCCn1nc(NC(=O)c2cccs2)c2cc3ccccc3nc21 | -17% | -11%[38.3 µM] | 6%[46.1 µM] | ? | ? | -0.8% | 0%
Cc1ccccc1C(C(=O)NCc1ccccc1)N(Cc1ccco1)C(=O)c1ccccn1 (stereo not drawn) | -19% | 5%[38.3 µM] | -13%[46.1 µM] | -14% | -7% | -2.6% | -2%
Oc1[nH]c2ccccc2c1/C=N/N1CCCCC1 | -8% | 1%[38.3 µM] | 4%[46.1 µM] | -2% | 5% | 0.0% | -2%
Cc1ccc(N(CC(=O)NCc2ccc3c(c2)OCO3)S(C)(=O)=O)cc1 | -3% | -1%[38.3 µM] | -5%[46.1 µM] | -3% | -8% | 0.1% | 0%
C[C@H](N=C1NS(=O)(=O)c2ccccc21)C(=O)OCc1cc([N+](=O)[O-])cc2c1OCOC2 | nt | nt | 1% | 9% | -19%[9.22 µM] | -1.1% | nt
O=C(OCc1ccccn1)c1ccc(COc2ccc3ccccc3c2)o1 | nt | nt | -8% | 21% | -4%[9.22 µM] | 1.1% | nt
CNC(=O)CSCCn1c(SCC(=O)NC)nc2ccccc2c1=O | -1% | -1%[38.3 µM] | -8%[7.67 µM] | -1% | ? | -1.0% | 0%
